# C2C12 statin – suppressors of simvastatin-induced myotoxicity in C2C12 myotubes; ATP luminescence, 48 h; scaled: DMSO 0, geranylgeraniol control 100; rescue of ATP level, % at 7.49 µM; 330,000 tested, 0.78% active; AID 602340;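 active = mean ATP rescue above about 67%, or every replicate alone reaching that limit, limit read from the data, passing the limit was not always enough; inconclusive = no clear call, values can overlap the other calls; inactive = mean under the limit and some replicate under it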;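 note: myotubes were challenged with 10 µM simvastatin during compound exposure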
# Cneo AK release – Cryptococcus neoformans lysis via adenylate kinase release. lysis activity, % at 15 µM. C. neoformans lysis, adenylate kinase release luminescence, 4 h; normalised: neutral wells 0, clomiphene wells 100. 360,000 tested, 0.2% active. AID 651654;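 active = mean lysis activity across replicates of at least 80%, whatever share of replicates individually reach that level; inactive = mean lysis activity below 80%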
#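 Assay system: Cryptococcus neoformans yeast cells / Dosing: single-point compound dose / Timing: 4 h at 37 °C static, read 1 h later / Measured by: luminescence of released adenylate kinase using an AK detection reagent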
# LGR2 antag – blocks bursicon-induced cAMP signaling via Drosophila LGR2. HEK293 LGR2, CRE-luciferase, bursicon-stimulated, 4 h. inhibition, % at 9.99 µM. 380,000 tested, 0.35% active. AID 720647;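 active = drop in luminescence signal, shown as inhibition above about 50% in the replicate tests, limit read from the data, passing the limit was not always enough; inconclusive = probably only some replicates passing the limit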;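 note: agonist challenge used bursicon conditioned medium at about half maximal strength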
# ERAP1 inh – inhibitors of human ERAP1 aminopeptidase. Q9NZ08. inhibition, % at 10.7 µM. AID 652197. recombinant ERAP1, Leu-AMC fluorescence, 60 min. 340,000 tested, 0.15% active;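 active = mean replicate inhibition of at least 30%, or all replicates individually reaching that 30% level; inactive = mean below 30% and not every replicate reaching it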;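 note: 0% = neutral control wells and 100% = L-leucinethiol positive control wells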
# Target sequence (Q9NZ08 whole entry, looked up): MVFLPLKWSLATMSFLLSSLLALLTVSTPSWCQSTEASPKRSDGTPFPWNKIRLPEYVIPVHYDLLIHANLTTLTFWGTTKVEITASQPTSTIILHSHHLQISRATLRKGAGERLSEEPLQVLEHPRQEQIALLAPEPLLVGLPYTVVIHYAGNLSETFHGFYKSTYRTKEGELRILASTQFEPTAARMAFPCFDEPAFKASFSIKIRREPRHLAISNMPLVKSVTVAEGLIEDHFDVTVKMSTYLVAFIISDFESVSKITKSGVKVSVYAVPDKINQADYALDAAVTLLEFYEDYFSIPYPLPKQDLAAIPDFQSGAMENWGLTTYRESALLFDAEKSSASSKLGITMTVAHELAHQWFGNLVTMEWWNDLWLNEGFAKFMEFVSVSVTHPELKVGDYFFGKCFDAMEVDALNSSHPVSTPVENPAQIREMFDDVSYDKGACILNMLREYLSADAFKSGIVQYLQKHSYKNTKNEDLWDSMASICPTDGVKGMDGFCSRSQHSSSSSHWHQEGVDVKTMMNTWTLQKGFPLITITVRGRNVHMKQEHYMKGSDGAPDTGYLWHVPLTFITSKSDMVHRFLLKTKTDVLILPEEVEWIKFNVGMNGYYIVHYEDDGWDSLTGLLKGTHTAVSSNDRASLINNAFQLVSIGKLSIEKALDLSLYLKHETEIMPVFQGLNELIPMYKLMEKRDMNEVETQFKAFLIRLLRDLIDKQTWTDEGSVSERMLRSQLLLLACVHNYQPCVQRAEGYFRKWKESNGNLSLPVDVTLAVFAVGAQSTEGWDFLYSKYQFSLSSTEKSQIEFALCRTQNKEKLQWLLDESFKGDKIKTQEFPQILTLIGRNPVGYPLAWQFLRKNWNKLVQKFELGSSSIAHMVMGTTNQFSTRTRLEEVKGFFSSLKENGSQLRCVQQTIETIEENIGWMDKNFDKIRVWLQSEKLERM
# S100A4 inh HTS – inhibitors of human S100A4 binding to myosin IIA peptide; S100A4/TAMRA-MyoIIA peptide fluorescence polarization; inhibition, % at 10.7 µM; 360,000 tested, 0.14% active;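 active = mean inhibition of at least 70% across replicates, with every replicate also reaching that level; inconclusive = mean inhibition reaches 70% but some replicates fall short; inactive = mean inhibition below 70%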
# Target sequence (P26447 whole entry, looked up): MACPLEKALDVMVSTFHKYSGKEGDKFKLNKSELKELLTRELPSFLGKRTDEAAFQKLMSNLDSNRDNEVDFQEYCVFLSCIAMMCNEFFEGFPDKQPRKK
#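 incubation = readout 5 min after mixing, signal stable up to 60 min | system = S100A4 monomer protein | buffer or medium = HEPES pH 7.2 with CaCl2, KCl, NaCl, DTT, Triton | benchmarks = neutral control DMSO, positive control TFP | also added = fluorescent myosin IIA peptide, 5 nM | compound dosing = one concentration per compound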
# PGC1a acetyl inh – PGC1a acetylation modulation, inhibitor mode; U2OS PGC1a acetylation, AlphaScreen anti-acetyl-lysine; with virally co-expressed GCN5 acetyltransferase; inhibition, % at 15.6 µM; 350,000 tested, 0.17% active; AID 651687;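 active = every replicate shows inhibition of at least 40%; inconclusive = mean inhibition at least 40% but some replicate below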;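 note: 0% = neutral control wells and 100% = positive control wells; some results beyond the cut were filed as inactive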
# XiGFP reactiv – reactivates the inactive X chromosome in mouse fibroblasts; activation, % at 7.58 µM; AID 743238; XiGFP mouse fibroblasts, % GFP-positive cells imaging, 3 d; cells co-treated with 5-aza-dC sensitizer; scaled so ellipticine positive control = 100%; 360,000 tested, 0.055% active;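 active = mean normalized replicate activation at least 10% and every replicate at or above 10%; inconclusive = only one of the two criteria met; inactive = mean below 10% and not all replicates reach 10%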;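 note: 0% = median of on-plate neutral control wells and 100% = ellipticine 6 µM median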
#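 Assay system – SV40-immortalized XiGFP fibroblast cells, line 68-5-11 · Buffer or medium – DMEM supplemented with 5-aza-dC as sensitizing agent · Dosing – one concentration, pinned · Benchmarks – positive control ellipticine, 6 µM final · Times – 3 days compound exposure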
# SIRT5 inh – blocks human SIRT5 desuccinylation of peptide | Q9NXA8 | Purified SirT5, succinyl-peptide AMC, trypsin-coupled fluorescence | inhibition, % at 15 µM | 330,000 tested, 1.1% active; in the data active = inhibition above about 15%; inconclusive = no clear call, values can overlap the other calls
# Numbers without * were called inactive; ? = inconclusive; . = not tested or not shown; & = joins results of further samples.
cpd	molecule	C2C12 statin	Cneo AK release	LGR2 antag	ERAP1 inh
1	CCOC(=O)c1sc(=S)sc1SCc1cccc(C(F)(F)F)c1	1	5	0	1
2	Cc1cc(N2CCCCC2)nc2ccccc12	.	.	-31	2
3	O=C(Nc1ccccc1)N1CCCN(c2ccc(C(F)(F)F)cc2[N+](=O)[O-])CC1	.	-4	14	4
4	C[C@@H]1CCCCO[C@H](CN(C)Cc2ccncc2)[C@H](C)CN([C@@H](C)CO)C(=O)c2cc(NS(=O)(=O)c3ccccc3)ccc2O1	.	-2	7	-5
5	Cc1ccc(Cl)c(OCC(=O)OC(C)C(=O)NC2CC2)c1 (stereo unspecified)	-4	-2	2	1
6	Cc1ccccc1CSCC1Nc2ccc(C(=O)NCCc3ccccc3)cc2NC1=O (stereo unspecified)	8	1	26	-1
7	NCCCC[C@@H](C(=O)NCCCCCCCCCCC(=O)N1CCNCC1)n1cc(CCO)nn1	-1	14	.	-1
8	NC(c1ccccc1)c1csc(Nc2cc(Oc3ccccc3)ncn2)n1 (stereo unspecified)	7	2	.	-4

cpd	S100A4 inh HTS	PGC1a acetyl inh	XiGFP reactiv	SIRT5 inh
1	2	.	.	1
2	0	.	0.1	-1
3	-6	-9	0.2	-5
4	1	-9	-0.1	-2
5	-1	.	0.2	-4
6	-9	2	-0.1	-7
7	1	.	-0.1	-5
8	0	6	-0.1	3

# (continued)
cpd	molecule	C2C12 statin	Cneo AK release	LGR2 antag	ERAP1 inh
9	COCCCNC(=O)[C@@]1(Cc2ccccc2N=[N+]=[N-])N=C(c2ccc(OCCCO)cc2)O[C@H]1c1ccccc1	.	-3	.	0
10	CNC(=O)C(=O)N/N=C/c1ccccn1	0	0	15	8
11	O=C(N[C@@H](Cc1cccnc1)C(=O)N1CCC[C@H]1C(=O)NCCc1ccccc1Cl)c1ccccc1	.	.	-16	0
12	COc1ccc2[nH]cc(/C=C/c3cc[n+](C)cc3)c2c1	-92	4	12	17
13	CCN(CC)S(=O)(=O)c1ccc2[nH]c(=O)cc(C(=O)NCc3ccccc3)c2c1	0	-2	1	0
14	O=C(C[C@H]1C[C@H]2c3cc(NS(=O)(=O)c4ccc(F)cc4)ccc3O[C@H]2[C@H](CO)O1)NCc1ccc(-c2ccccc2)cc1	-25	-33	30	2
15	C[C@@H]1CN([C@H](C)CO)C(=O)Cc2cc(NC(=O)Cc3ccccc3)ccc2O[C@H]1CN(C)S(=O)(=O)c1ccccc1	17	2	2	1
16	C=CCNC(=O)CSc1nnc(C(CC)N(C)C)n1C1CCCCC1 (stereo unspecified)	-46	1	-9	-7

cpd	S100A4 inh HTS	PGC1a acetyl inh	XiGFP reactiv	SIRT5 inh
9	-2	-4	.	3
10	33	.	0.3	-5
11	-9	.	0.1	-3
12	-21	-3	0.2	1
13	-4	-14	0.2	0
14	2	6	-0.1	18*
15	1	-18	0.0	2
16	-5	.	-0.1	0

# Going on with the list.
cpd	molecule	C2C12 statin	Cneo AK release	LGR2 antag	ERAP1 inh
17	COc1ccc(/C=C\C(=O)NCC(=O)N/N=C/c2ccc(O)cc2O)cc1	2	-2	-14	-2
18	Cc1cc(C)c(S(=O)(=O)NCc2cn3ccccc3n2)c(C)c1	2	1	11	0
19	CCOc1ccc(NC(=O)NC2(C(=O)NCc3ccco3)CCCCC2)cc1	1	.	-9	-3
20	O=C(Nc1ccc(-c2csc(Nc3cccc(C(F)(F)F)c3)n2)cc1)c1cc([N+](=O)[O-])cc(C(F)(F)F)c1	4	0	.	0
21	CN(C)C(=O)C[C@H]1C=C[C@H](NC(=O)C2CCOCC2)[C@H](CO)O1	.	.	3	-5
22	O=C(NCc1ccccc1F)[C@H]1[C@H](CO)[C@H]2Cn3c(cccc3=O)[C@H]2N1C(=O)CC1CC1	0	-2	3	4
23	CC1CCCCC1NC(=O)CSc1nnc(COc2ccc(Cl)cc2)o1 (stereo unspecified)	0	-3	11	-3
24	Cc1cc(C)nc(Nc2ccc(Br)cc2C(=O)O)n1	2	4	-5	4

cpd	S100A4 inh HTS	PGC1a acetyl inh	XiGFP reactiv	SIRT5 inh
17	-4	0	0.0	1
18	-1	8	0.3	1
19	2	-7	0.0	0
20	2	-13	0.0	.
21	-3	-1	0.0	2
22	7	-14	0.5	0
23	6	.	-0.1	-6
24	1	18	0.2	-1

# From no. 14 as far as 21, copied from above:
cpd	molecule	C2C12 statin	Cneo AK release	LGR2 antag	ERAP1 inh
14	O=C(C[C@H]1C[C@H]2c3cc(NS(=O)(=O)c4ccc(F)cc4)ccc3O[C@H]2[C@H](CO)O1)NCc1ccc(-c2ccccc2)cc1	-25	-33	30	2
15	C[C@@H]1CN([C@H](C)CO)C(=O)Cc2cc(NC(=O)Cc3ccccc3)ccc2O[C@H]1CN(C)S(=O)(=O)c1ccccc1	17	2	2	1
16	C=CCNC(=O)CSc1nnc(C(CC)N(C)C)n1C1CCCCC1 (stereo unspecified)	-46	1	-9	-7
17	COc1ccc(/C=C\C(=O)NCC(=O)N/N=C/c2ccc(O)cc2O)cc1	2	-2	-14	-2
18	Cc1cc(C)c(S(=O)(=O)NCc2cn3ccccc3n2)c(C)c1	2	1	11	0
19	CCOc1ccc(NC(=O)NC2(C(=O)NCc3ccco3)CCCCC2)cc1	1	.	-9	-3
20	O=C(Nc1ccc(-c2csc(Nc3cccc(C(F)(F)F)c3)n2)cc1)c1cc([N+](=O)[O-])cc(C(F)(F)F)c1	4	0	.	0
21	CN(C)C(=O)C[C@H]1C=C[C@H](NC(=O)C2CCOCC2)[C@H](CO)O1	.	.	3	-5

cpd	S100A4 inh HTS	PGC1a acetyl inh	XiGFP reactiv	SIRT5 inh
14	2	6	-0.1	18*
15	1	-18	0.0	2
16	-5	.	-0.1	0
17	-4	0	0.0	1
18	-1	8	0.3	1
19	2	-7	0.0	0
20	2	-13	0.0	.
21	-3	-1	0.0	2

# Going on with the list.
cpd	molecule	C2C12 statin	Cneo AK release	LGR2 antag	ERAP1 inh
25	O=C(Cc1ccncc1)NCC[C@H]1CC[C@@H](NC(=O)C2CCOCC2)[C@H](CO)O1	-4	-3	16	0
26	Cc1ccccc1-c1cnc2c(c1)C(=O)N([C@@H](C)CO)C[C@H](C)[C@@H](CN(C)C(=O)c1ccc(F)cc1)O2	-3	1	-1	1
27	COc1ccccc1CNC(=O)CCNS(=O)(=O)c1ccc2c(c1)CC(C)N2C(C)=O (stereo unspecified)	11	5	-11	-2
28	CC(C)CN(C(=O)CN(C)C(=O)Cc1ccccc1Cl)c1c(N)n(CC(C)C)c(=O)[nH]c1=O	8	1	-12	-2
29	COc1ccc2nc(C)cc(C(=O)O)c2c1	-6	4	6	.
30	COc1ccccc1-c1ccc2c(c1)O[C@@H](CN(C)C(=O)c1ccncc1)[C@H](C)CN([C@@H](C)CO)S2(=O)=O	3&-29&-21	-1&-3&-6	3&-14	3&-2&0
31	O=C(Nc1nc2ccccc2[nH]1)Nc1ccccc1F	19	-2	-79	0
32	Cc1cc(C)cc(-c2nnc(SCc3ccc(C(=O)O)cc3)o2)c1	2	2	3	1

cpd	S100A4 inh HTS	PGC1a acetyl inh	XiGFP reactiv	SIRT5 inh
25	5	-14	0.8	-1
26	9	5	-1.1	4
27	14	-2	0.1	-1
28	-1	.	0.5	0
29	.	6	.	.
30	-1&1&48	-4&-6&3	0.1&-0.1	-5&-3&1
31	0	.	0.0	-1
32	4	10	0.1	-3

# Carrying on.
cpd	molecule	C2C12 statin	Cneo AK release	LGR2 antag	ERAP1 inh
33	Cc1noc(C)c1NC(=O)Nc1ccc2c(c1)C(=O)N(C)[C@H]1CC[C@H](CC(=O)NCc3ccc(Cl)cc3)O[C@@H]1CO2	0	-1	6	2
34	CCOC(=O)C1CCCN(C(=O)c2ccc3c(=O)n(Cc4ccccc4OC)c(=S)[nH]c3c2)C1 (stereo unspecified)	17	-3	5	2
35	NS(=O)(=O)c1ccc(CCNC(=O)CN2CCN(Cc3cccc(C(F)(F)F)c3)CC2)cc1	5	-1	-8	-2
36	CC(CN1CCCCC1)OC(=O)COc1ccc(Cl)cc1 (stereo unspecified)	10	-2	-7	-3
37	COc1ccc(/C=N/NC(=O)c2ccc3c(c2)OCO3)c(C(=O)O)c1OC	15	1	-16	-1
38	O=C(Nc1ccc(F)cc1)N1CCCCN2[C@H](CO)[C@H](c3ccc(C#CC4CC4)cc3)[C@H]2C1	-265	2	-10	-4
39	CC(=O)N(C)C[C@H]1Oc2cc(C#Cc3ccccc3)ccc2S(=O)(=O)N([C@H](C)CO)C[C@@H]1C	2	44	10	2
40	Cc1ccc(C(=O)NCCc2ccccc2)cc1S(=O)(=O)N1CCOCC1	-6	-2	-29	-1

cpd	S100A4 inh HTS	PGC1a acetyl inh	XiGFP reactiv	SIRT5 inh
33	3	.	0.1	2
34	3	1	0.0	3
35	-3	-14	0.2	-2
36	-2	6	0.2	3
37	0	.	0.0	12
38	-8	-11	0.5	-3
39	12	11	-0.4	5
40	-1	3	0.1	1

# (next part)
cpd	molecule	C2C12 statin	Cneo AK release	LGR2 antag	ERAP1 inh
41	COc1ccc(S(=O)(=O)Nc2cccc(S(=O)(=O)N3CCCCCC3)c2)cc1	.	-1	32	.
42	CC(=O)Nc1oc(-c2cccc3ccccc23)nc1C#N	-5	0	-21	-5
43	Brc1cccc(-c2nnc3sc(CNCc4ccco4)cn23)c1	.	2	17	-2
44	CC(C)CNC(=O)C(=O)NCC1OCCCN1S(=O)(=O)c1ccc2c(c1)OCCO2 (stereo unspecified)	-1	0	-7	1
45	COc1ccc(Cc2c(-c3cccc(Cl)c3)nc3c(C)cc(Br)cn23)c(C)c1	-70	-1	-6	0
46	Cc1ccc(CC(=O)Nc2ccc(F)c([N+](=O)[O-])c2)cc1C	.	.	-2	0
47	CCOc1ccccc1NC(=S)N1CCN(c2ccc(O)cc2)CC1	2	2	-7	3
48	CNC[C@@H]1OCCCC[C@@H](C)Oc2ccc(NC(=O)Cc3ccccc3)cc2C(=O)N([C@H](C)CO)C[C@@H]1C	31	1	-13	3

cpd	S100A4 inh HTS	PGC1a acetyl inh	XiGFP reactiv	SIRT5 inh
41	.	-4	0.0	.
42	-4	4	0.1	-24
43	-3	5	0.3	.
44	20	4	0.1	-1
45	-1	-7	0.0	2
46	-3	.	0.0	-5
47	-1	-14	-0.1	-1
48	?	9	-0.4	-2

# The list goes on.
cpd	molecule	C2C12 statin	Cneo AK release	LGR2 antag	ERAP1 inh
49	Cc1cc(C)c(S(=O)(=O)NC2CC(C)(C)NC(C)(C)C2)cc1C	-7	0	7	2
50	CCn1c2ccccc2c2nnc(SCC(=O)Nc3ccc4c(c3)OCO4)nc21	-7	0	0	.
51	Cc1ccc(NC(=O)c2ccc3c(c2)OCCO3)cc1C	-63	-4	77*	-4
52	Nc1c(/C=C2/C=CC(=O)C(O)=C2)c(=O)nc2sc(CC(=O)N3CCCCC3)nn12	-2	-3	0	2

cpd	S100A4 inh HTS	PGC1a acetyl inh	XiGFP reactiv	SIRT5 inh
49	5	2	0.0	5
50	.	5	.	.
51	-7	3	0.3	0
52	-2	-11	0.0	43*

# Assay outcomes deposited in PubChem BioAssay by Broad Institute.

# Only part of the results is shown, so the mix of outcomes need not match the whole.
